RAD54 inh: blocks human RAD54 Holliday junction branch migration; FAM/BHQ fluorescence; inhibition, % at 10.4 µM; 360,000 tested, 0.14% active;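 active = mean normalized replicate activity at least 40 and at least half of replicates scoring 40 or more; inconclusive = only one of the two criteria met; inactive = mean below 40 and under half of replicates reaching 40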;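 note: 0% = median of neutral control wells and 100% = median of positive control wells; inhibitors cause a drop in the FAM fluorescence signal; in these data hits start at about 50%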
PglD inh: PglD (C. jejuni) enzyme inhibition; purified PglD enzyme, DTNB colorimetric CoA detection; inhibition, % at 12.5 µM; 360,000 tested, 0.098% active; in the data active = inhibition above about 16%, passing the limit was not always enough; inconclusive = no clear call, values can overlap the other calls; note: strong numbers were not always called active
ERAP1 HTS inh: inhibitors of human ERAP1 aminopeptidase; Q9NZ08; recombinant ERAP1, Leu-AMC fluorescence, 60 min; inhibition, % at 10.7 µM; 340,000 tested, 0.15% active;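 active = mean replicate inhibition of at least 30%, or all replicates individually reaching that 30% level; inactive = mean below 30% and not every replicate reaching it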;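 note: 0% = neutral control wells and 100% = L-leucinethiol positive control wells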
E-selectin induc: induces E-selectin expression in human endothelial cells; HUVEC E-selectin immunofluorescence imaging; normalized: neutral wells 0, TNF-alpha wells 100; 260,000 tested, 0.37% active; activation, % at 7.58 µM; AID 686992; P16581;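 active = mean E-selectin-positive cell signal at least 10% of the positive control, reached in at least 60% of replicates, without over 20% cell loss; inconclusive = no rule given, readout overlaps actives, possibly toxicity-flagged; inactive = the rest, including those meeting only one limit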;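 note: in these data hits start at about 27%; measured in HUVEC primary endothelial cells; signal is the percent of cells scored E-selectin positive by PE staining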
Target sequence (P16581 whole entry, looked up): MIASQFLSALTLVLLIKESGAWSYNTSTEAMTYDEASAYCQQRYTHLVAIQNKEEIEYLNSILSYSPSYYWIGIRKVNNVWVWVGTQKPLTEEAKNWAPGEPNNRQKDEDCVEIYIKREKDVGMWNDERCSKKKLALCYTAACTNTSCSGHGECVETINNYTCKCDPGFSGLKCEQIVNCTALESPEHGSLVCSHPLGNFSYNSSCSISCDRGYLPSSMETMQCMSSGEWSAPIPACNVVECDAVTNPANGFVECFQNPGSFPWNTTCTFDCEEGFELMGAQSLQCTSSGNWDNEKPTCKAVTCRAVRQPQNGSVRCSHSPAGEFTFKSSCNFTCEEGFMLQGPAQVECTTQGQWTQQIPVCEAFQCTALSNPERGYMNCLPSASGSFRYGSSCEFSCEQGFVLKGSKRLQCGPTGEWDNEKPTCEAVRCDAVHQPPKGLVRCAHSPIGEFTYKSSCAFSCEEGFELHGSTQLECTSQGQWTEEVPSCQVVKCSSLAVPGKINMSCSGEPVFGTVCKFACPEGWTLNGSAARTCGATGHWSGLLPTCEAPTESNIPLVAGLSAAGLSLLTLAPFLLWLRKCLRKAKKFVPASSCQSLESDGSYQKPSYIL
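Material: HUVEC primary endothelial cells; Amount: 3,000 cells per well; Dosing: single concentration; Medium: EGM-2 growth medium on 0.1% gelatin-coated wells; Read-out basis: percent E-selectin-positive cells; Signal: immunofluorescence imaging; Control set: TNF-alpha, DMSO.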
miR122 inh: blocks miR-122 activity in Huh7 sensor cells | AID 602342 | activation (reporter increase), % at 12.5 µM | Huh7 miR-122 Renilla luciferase sensor, 48 h; neutral wells = 0, positive control = 100 | 340,000 tested, 0.3% active;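 active = mean replicate activation score at least 90 and every replicate individually at or above 90; inconclusive = only one of the two criteria met; inactive = neither criterion met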;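 note: higher luciferase means less miR-122 activity so hits act as miR-122 inhibitors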
PGC1a acetyl inh: PGC1a acetylation modulation, inhibitor mode; inhibition, % at 15.6 µM; AID 651687; U2OS PGC1a acetylation, AlphaScreen anti-acetyl-lysine; with virally co-expressed GCN5 acetyltransferase; 350,000 tested, 0.17% active;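 active = every replicate shows inhibition of at least 40%; inconclusive = mean inhibition at least 40% but some replicate below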;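 note: 0% = neutral control wells and 100% = positive control wells; some results beyond the cut were filed as inactive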
RAD52 inh: inhibitors of human RAD52 DNA annealing. P43351. inhibition, % at 18.7 µM. recombinant RAD52 DNA annealing, FRET fluorescence. 360,000 tested, 0.46% active;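 active = every replicate showing at least 50% inhibition; inconclusive = mean inhibition at least 50% but not in every replicate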
Target sequence (P43351 whole entry, looked up): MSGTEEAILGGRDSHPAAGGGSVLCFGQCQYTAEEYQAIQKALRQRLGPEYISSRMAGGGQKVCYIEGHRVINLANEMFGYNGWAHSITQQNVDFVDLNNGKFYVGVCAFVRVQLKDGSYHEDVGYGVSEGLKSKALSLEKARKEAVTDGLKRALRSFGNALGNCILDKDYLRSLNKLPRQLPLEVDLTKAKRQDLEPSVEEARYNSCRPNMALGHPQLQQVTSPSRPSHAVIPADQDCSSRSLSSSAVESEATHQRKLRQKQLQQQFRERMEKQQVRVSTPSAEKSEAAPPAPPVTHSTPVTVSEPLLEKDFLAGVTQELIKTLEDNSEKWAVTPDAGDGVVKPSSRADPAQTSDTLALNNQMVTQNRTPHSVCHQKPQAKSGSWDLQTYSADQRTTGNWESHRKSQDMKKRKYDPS
Cneo AK release: Cryptococcus neoformans lysis via adenylate kinase release; C. neoformans lysis, adenylate kinase release luminescence, 4 h; normalised: neutral wells 0, clomiphene wells 100; lysis activity, % at 15 µM; 360,000 tested, 0.2% active; AID 651654;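 active = mean lysis activity across replicates of at least 80%, whatever share of replicates individually reach that level; inactive = mean lysis activity below 80%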
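Schedule: static 4 h at 37 °C with compound, 1 h detection; system: C. neoformans cells; benchmarks: Clomiphene as positive control; buffer or medium: fresh YPD medium; measure: luminescence rise reflecting yeast cell lysis; measured by: luminescent adenylate kinase detection reagent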
Active calls of the source: *; ? = inconclusive; nt = no result given; & = joins results of further samples; [ ] = another dose, or the depositor's remark.

Start of the data: the first 4 compounds as a preview:
#	SMILES	RAD54 inh	PglD inh	ERAP1 HTS inh	E-selectin induc
1	C[C@@H]1CN([C@@H](C)CO)C(=O)c2cc(NC(=O)C3CC3)ccc2O[C@H]1CN(C)C	0&9	4&2	3&0	-0.1&0.0
2	COc1ccc(NC(=S)Nc2cccc(C)n2)cc1	-24	1	2	nt
3	Cc1ccc(C)c2[nH]c(=O)c(CCNC(=O)C(C)(C)C)cc12	-29	-3	2	0.0
4	COc1ccc2[nH]c(=O)c(CN(Cc3cccs3)S(=O)(=O)c3cccc4nsnc34)cc2c1	15	-6	nt	nt

#	miR122 inh	PGC1a acetyl inh	RAD52 inh	Cneo AK release
1	-1[16.7 µM]	-7&1	-12&-2	-1&0
2	-4	11	-20	12
3	2	-3	-52	1
4	-5	4	nt	-1

Results, from the first entry:
#	SMILES	RAD54 inh	PglD inh	ERAP1 HTS inh	E-selectin induc
1	C[C@@H]1CN([C@@H](C)CO)C(=O)c2cc(NC(=O)C3CC3)ccc2O[C@H]1CN(C)C	0&9	4&2	3&0	-0.1&0.0
2	COc1ccc(NC(=S)Nc2cccc(C)n2)cc1	-24	1	2	nt
3	Cc1ccc(C)c2[nH]c(=O)c(CCNC(=O)C(C)(C)C)cc12	-29	-3	2	0.0
4	COc1ccc2[nH]c(=O)c(CN(Cc3cccs3)S(=O)(=O)c3cccc4nsnc34)cc2c1	15	-6	nt	nt
5	CCn1c(SCC(=O)NCc2cccs2)nnc1-c1ccncc1	7	4	4	nt
6	CC(C)Cn1c(-c2ccccc2)nc2ccccc2c1=O	2	3	nt	nt
7	CCN1CCN(C(=O)c2cc3ccc(OC)cc3[nH]2)CC1	-3	-3	-1	0.2
8	O=C(COc1ccccc1)NC1C(=O)N2C(C(=O)O)=C(Cl)CSC12 (configuration not stated)	0	2	2	nt
9	O=S1(=O)C=C(N2CCCCC2)c2ccccc21	-2	-1	nt	nt
10	O=C(NNC(=S)Nc1ccccc1Cl)c1ccccc1Br	2	0	-3	-0.5
11	CCOC(=O)CSc1nc(N2CCOCC2)c2c(c1C#N)CC(C)(C)N(C)C2	-9	-4	nt	-1.9
12	O=C(/C=C/c1ccc(Cl)cc1Cl)OCC(=O)N1CCCC1	5	nt	-1	-0.4
13	CCOC(=O)c1cccc(NC(=O)c2cc3ccccc3o2)c1	0	-7	1	0.0
14	COC(=O)Cn1cccc1C(=O)c1ccccc1	-5	1	nt	nt
15	O=C(C[C@H]1CC[C@@H]2[C@H](COC[C@@H](O)CN2CCc2ccccc2)O1)NCCCN1CCOCC1	-2	0	0	0.0

#	miR122 inh	PGC1a acetyl inh	RAD52 inh	Cneo AK release
1	-1[16.7 µM]	-7&1	-12&-2	-1&0
2	-4	11	-20	12
3	2	-3	-52	1
4	-5	4	nt	-1
5	1	7	-14	2
6	-3	-12	nt	8
7	-8	0	-9	-3
8	-11	11	-18	-1
9	-5	3	nt	0
10	-1	2	-7	-3
11	-10	6	nt	1
12	1	8	9	-1
13	-2	-31	4	-6
14	-5	2	nt	-1
15	2[16.7 µM]	2	8	4

Continuation.
#	SMILES	RAD54 inh	PglD inh	ERAP1 HTS inh	E-selectin induc
16	O=C(CCN1C(=O)c2ccccc2C1=O)Nc1ccc(-c2nc3ccccc3s2)cc1	-6	-2	1	0.0
17	CS(=O)(=O)N1CCN(C(=O)CSc2ccccc2)CC1	2	8	1	nt
18	Cc1nc2ccc(NS(=O)(=O)c3ccc(F)c(F)c3F)cc2s1	-1	-1	-2	0.9
19	COc1ccc([C@H]2Cc3cccc(O)c3C(=O)O2)cc1O	2	5	nt	0.0
20	COc1ccc(Cl)cc1NC(=O)c1ccoc1C	-2	1	nt	nt
21	CCCCn1c(N)c(N(Cc2ccccc2OC)C(=O)C(C)Oc2ccc(Cl)cc2)c(=O)[nH]c1=O (configuration not stated)	4	-3	0	-0.1
22	Cc1cc(=O)nc2c3ccccc3n(CC(=O)Nc3ccccc3Br)n12	-1	-2	2	11
23	CCCSc1ccc(C(=O)Nc2ccc(F)cc2F)cn1	11	-1	-2	nt
24	CCN(CC1COc2ccccc2O1)C(=O)c1ccc(Cl)c(S(=O)(=O)N2CC(C)OC(C)C2)c1 (configuration not stated)	3	-5	-3	nt
25	COc1ccc(NC(=S)Nc2cccc([N+](=O)[O-])c2)cc1	-8	8	nt	nt
26	O=C(C[C@H]1CC[C@H](NC(=O)NC2CCCCC2)[C@H](CO)O1)NCc1ccc(Cl)cc1	-1	3	1	-0.1
27	Cc1ccc(N(C(C)C(=O)Nc2ccc3c(c2)OCO3)S(C)(=O)=O)cc1 (configuration not stated)	6	-3	nt	nt
28	CCNC(=O)C[C@@H]1CC[C@H]2[C@H](COc3ccc(NC(=O)C4CCOCC4)cc3C(=O)N2C)O1	2	-1	1	-0.1
29	Cc1noc(C)c1C(=O)Nc1nc2ccccc2s1	-8	3	-2	nt
30	CCOC(=O)c1ccc(CS(=O)c2ccc(Cl)cc2)o1 (configuration not stated)	7	-3	nt	nt

#	miR122 inh	PGC1a acetyl inh	RAD52 inh	Cneo AK release
16	-1	-1	-11	4
17	3	11	2	-5
18	nt	-4	-23	3
19	1	-3	-13	0
20	16	3	nt	0
21	-15	nt	-11	4
22	22	-2	-39	-5
23	-2	-4	-7	1
24	5	nt	7	-3
25	-3	nt	nt	3
26	nt	54*	-21	3
27	-6	-2	nt	1
28	0[16.7 µM]	2	-4	35
29	nt	nt	-15	-1
30	3	13	nt	-3

The list continues:
#	SMILES	RAD54 inh	PglD inh	ERAP1 HTS inh	E-selectin induc
31	O=C(CC1CC1)N1CC(=O)N2[C@@H](CO)[C@H](c3ccc(/C=C/c4ccccc4)cc3)[C@@H]2C1	nt	nt	1	-0.1
32	C[C@@H]1CN([C@@H](C)CO)C(=O)c2cc(NC(=O)Nc3ccc(C(F)(F)F)cc3)ccc2O[C@@H](C)CCCCO[C@@H]1CN(C)S(=O)(=O)c1ccccc1	1	-3	1	1.6
33	COCCCNC1=C(C#N)C(=O)NC2(CCCC2)S1	2	11	-2	0.0
34	COc1ccc2c3c(n(C)c2c1)[C@@H](CO)NCC31CCN(Cc2cc(F)ccc2F)CC1	nt	nt	-1	-0.2
35	CCc1cc2cccc(C)c2nc1SCC(=O)NNC(=O)c1ccco1	-20	-6	nt	nt
36	CCCOc1ccc(C(=O)N2CCN(Cc3ccc4c(c3)OCO4)CC2)cc1	2	-4	-2	nt
37	O=C(Nc1ccccc1N1CCOCC1)c1cccc(NS(=O)(=O)c2ccc(F)c(F)c2)c1	6	3	2	nt
38	Cc1ccc(Nc2nc(N)nc(CN3CCN(Cc4ccc5c(c4)OCO5)CC3)n2)cc1C	nt	nt	-2	0.1
39	O=C(CCSc1ccc(F)cc1)NNC(=O)c1ccc([N+](=O)[O-])cc1	13	0	-2	0.5
40	C[C@H]1CN([C@@H](C)CO)C(=O)c2cc(-c3cccnc3)cnc2O[C@H]1CN(C)C(=O)Cc1cccnc1	4	-3	2	-0.2
41	CCN(CC)C(=O)C1CCCN(Cc2nc(-c3cnccn3)no2)C1 (configuration not stated)	-5	0	2	nt
42	C[C@H]1CN([C@@H](C)CO)C(=O)c2cc(C3=CCCCC3)cnc2O[C@@H]1CN(C)Cc1ccccc1C(=O)O	3	5	0	-0.1
43	CCOC(=O)C1(Nc2nccs2)Sc2ccccc2NC1=O (configuration not stated)	0	2	nt	nt
44	CCCCNC(=O)C1CCN(Cc2ccccn2)CC1	-6	-4	nt	nt
45	CC(C)C#Cc1ccc([C@H]2[C@@H](CO)N3CCCCN(CC4CC4)C[C@@H]23)cc1	6	0	5	0.0

#	miR122 inh	PGC1a acetyl inh	RAD52 inh	Cneo AK release
31	nt	-6	-7	nt
32	5[16.7 µM]	1	2	0
33	nt	nt	-26	-2
34	nt	-23	14	nt
35	0	-12	nt	-2
36	-1	-8	-5	3
37	-3	-3	-14	3
38	nt	0	-7	nt
39	5	5	14	2
40	-2[16.7 µM]	4	6	7
41	0	nt	-78	0
42	20[16.7 µM]	-6	15	-1
43	34	-16	nt	2
44	-1	?	nt	0
45	-25[16.7 µM]	1	-13	51

(listing goes on)
#	SMILES	RAD54 inh	PglD inh	ERAP1 HTS inh	E-selectin induc
46	Cc1ccc(CC2CC(=O)N(C(Cc3ccccc3)C(=O)O)C2=O)cc1 (configuration not stated)	nt	nt	-4	0.5
47	COc1ccc(/C=N\NC(=O)c2cc3c(ccc4ccccc43)o2)cc1O	3	1	-1	3.2
48	Cc1cccc(S(=O)(=O)N2C[C@@H](O)COC[C@@H]3O[C@H](CC(=O)NCc4ccncn4)CC[C@H]32)c1	-5	4	-1	?
49	CCNC(=O)Nc1ccc2c(c1)C(=O)N(C)[C@@H]1CC[C@H](CC(=O)NCCN3CCCC3)O[C@H]1CO2	8	-1	nt	0.0
50	C(=C\c1ccccc1)/CN1CCN(C(CCc2ccccc2)c2nnnn2C2CCCCC2)CC1 (configuration not stated)	-12	-1	0	1.7
51	Cc1c(O)ccc(C(=O)CN2CCN(c3ccccc3F)CC2)c1O	-8	-1	nt	nt
52	O=C1CN(Cc2ccccc2)C[C@H]2[C@H](c3ccc(-c4ccccc4F)cc3)[C@@H](CO)N12	nt	nt	2	0.3
53	CN1CCN(C(=O)C[C@@H]2C[C@H]3c4cc(NC(=O)Nc5ccccc5F)ccc4O[C@H]3[C@@H](CO)O2)CC1	-5	4	nt	-0.2
54	O=C(Cc1ccccn1)N1CC(=O)N2[C@H](CO)[C@@H](c3ccc(C#CC4CCCC4)cc3)[C@H]2C1	nt	nt	2	0.5
55	CCc1ccc(C(=O)NN=C2CCCCCC2)s1	-2	0	2	0.0
56	COc1cccc(NC(=O)NCCc2ccc(Cl)cc2)c1	-4	3	11	nt
57	O=C(/C=C/c1c(Cl)cccc1Cl)N1CCOCC1	-6	7	-2	nt
58	O=C(C[C@H]1C[C@@H]2c3cc(NC(=O)C4CCOCC4)ccc3O[C@@H]2[C@H](CO)O1)NCc1ccccc1F	0	-2	1	-0.2
59	C/C(=C\C(=O)c1cccnc1)Nc1ccc(O)cc1	9	-4	nt	nt
60	O=C(Nc1cc(Cl)cc(Cl)c1)c1cccnc1	-8	-2	-2	nt
61	Cc1ccc(-c2nnc3ccc(SC(C)C(=O)O)nn23)cc1 (configuration not stated)	-7	-4	10	0.0
62	O=[N+]([O-])c1ccccc1S(=O)(=O)N1CCN(Cc2ccsc2)CC1	0	-1	12	nt
63	CCCCNC(=O)C1(C)CCCCN1C(=O)c1cncc(Br)c1 (configuration not stated)	-5	1	0	2.0

#	miR122 inh	PGC1a acetyl inh	RAD52 inh	Cneo AK release
46	nt	3	-20	nt
47	3	1	-1	1
48	7[16.7 µM]	10	-13	-3
49	27[16.7 µM]	2	nt	-4
50	-7	-1	-12	-2
51	0	6	nt	7
52	nt	-1	-19	nt
53	-1[16.7 µM]	-9	nt	8
54	nt	6	6	nt
55	-4	-8	-10	5
56	4	nt	-18	-1
57	0	-5	-21	-2
58	-7[16.7 µM]	6	6	4
59	-5	15	nt	-3
60	11	-8	-10	1
61	2	0	-3	-2
62	-5	7	4	5
63	-5	4	-6	2

Screens (PubChem)
